Screening results (PubChem BioAssay)
T cell modulator – modulators of CD8 T cell-vesicle binding, primary screen, mouse 2C CD8+ T cells, flow cytometry | 2C CD8+ T cell-vesicle binding; active compounds read low | calls only at 7 µM | 330,000 compounds, 0.068% hits | AID 2052, 2009;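 active = response, share of CD8 T cells binding vesicles, and their 90th percentile fluorescence all below set limits, cut at about 80% in these data, passing the limit was not always enough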
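Material: murine 2C transgenic CD8+ T lymphocytes / Also added: QL9-peptide-loaded Drosophila micro-vesicles bearing Ld, ICAM-1 and B7-1 / Schedule: binding step 1.5 h, 37 °C, antibody labelling 20 min, ice / Signal: flow cytometry, PE anti-B7-1 (FL2) versus Alexa647 anti-CD8 (FL8), PFA-fixed / Evaluation: percent CD8+ FL2 mean versus row control / Benchmarks: naked versus QL9-loaded vesicles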
KOR beta-arrestin-1 – KOR agonists, beta-arrestin recruitment, primary screen, cell-based, luminescence, uHTS (AID 1777); KOR beta-arrestin recruitment, luminescence; higher % means a stronger effect; activation, % at 10 µM, or EC50 in µM where a hit was titrated; Kappa-type opioid receptor (Homo sapiens); 280,000 compounds, 0.02% hits; in the data active = activation above about 50%, passing the limit was not always enough; note: a part of the inactive calls stands beside numbers as strong as those of hits
GPR55 beta-arrestin – GPR55 agonists via beta-arrestin recruitment, primary screen, imaging, U2OS cells, beta-arrestin-GFP redistribution (AID 1961); G-protein coupled receptor 55 (Homo sapiens); activation, % at 10 µM, or EC50 in µM where a hit was titrated; U2OS GPR55 beta-arrestin-GFP redistribution imaging; higher % means a stronger effect; 290,000 compounds, 0.048% hits;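 active = activation above 40% with more than 50 cells counted in the well; inconclusive = wells holding fewer than 50 cells, flagged as toxic or sparse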;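 note: U2OS osteosarcoma cells stably expressing GPR55 and beta-arrestin-GFP; plate controls were DMSO negative control for no effect and LPI positive control for full effect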
NTR1 agonist – agonists of NTR1, primary screen, imaging, U2OS cells, beta-arrestin-GFP, high content (AID 493036). 330,000 compounds, 0.17% hits. Neurotensin receptor type 1 (Homo sapiens), P30989. NTR1-U2OS beta-arrestin-GFP spot imaging, agonist mode. activation, % at 20 µM;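 active = activation at or above 40% of the spot to cytoplasm intensity ratio, with at least 20 cells analyzed; inconclusive = wells under 20 cells, flagged as cytotoxic or low count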;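 note: 0% = DMSO without peptide and 100% = 100 nM NTR1 peptide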
Target sequence (P30989 whole entry, looked up): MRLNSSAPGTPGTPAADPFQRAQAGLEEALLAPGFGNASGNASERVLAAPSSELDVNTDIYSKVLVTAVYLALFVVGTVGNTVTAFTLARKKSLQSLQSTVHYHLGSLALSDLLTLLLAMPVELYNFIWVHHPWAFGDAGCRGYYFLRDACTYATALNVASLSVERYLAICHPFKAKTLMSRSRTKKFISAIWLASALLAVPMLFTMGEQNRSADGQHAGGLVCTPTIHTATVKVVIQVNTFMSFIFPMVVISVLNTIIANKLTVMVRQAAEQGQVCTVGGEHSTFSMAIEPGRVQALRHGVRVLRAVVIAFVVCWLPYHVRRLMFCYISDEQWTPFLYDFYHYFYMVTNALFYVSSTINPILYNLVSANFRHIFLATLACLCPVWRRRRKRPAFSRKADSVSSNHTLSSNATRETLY
NOD1 NF-kB reporter – NOD1 signaling inhibitors, primary screen, cell-based, luminescence, uHTS (AID 1578) | inhibition, % at 4 µM; hits with a dose series show EC50 in µM | 290,000 compounds, 1% hits | NOD1-driven NF-kB luciferase reporter cells, luminescence; higher % means a stronger effect; in the data active = inhibition mostly above about 36%, no sharp cut-off; inactive = mostly below about 34%;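 note: HEK-293T reporter cells stimulated with the NOD1 agonist gamma-tri-DAP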
KOR beta-arrestin-2 – KOR antagonists, beta-arrestin recruitment, cell-based, luminescence, uHTS (AID 1778) | 290,000 compounds, 0.091% hits | inhibition, % at 10 µM, or IC50 in µM where a hit was titrated | KOR beta-arrestin recruitment, luminescence, antagonist mode; higher % means a stronger effect | Kappa-type opioid receptor (Homo sapiens); note: strong numbers were not always called active
NOD2 inhibition – NOD2 signaling inhibitors, cell-based, luminescence, uHTS, HEK293 (AID 1566). one-dose inhibition, % at 4 µM; EC50 in µM for titrated hits. 290,000 compounds, 0.63% hits. HEK293 NOD2/NF-kB luciferase reporter, luminescence; higher % means a stronger effect; note: many of its hits are not listed in these tables
GPR55 LPI antagonism – GPR55 antagonists blocking LPI-driven arrestin recruitment, primary screen, imaging, U2OS, beta-arrestin-GFP, LPI agonist (AID 2013). U2OS GPR55 beta-arrestin-GFP translocation imaging, LPI antagonism; higher % means a stronger effect. inhibition, % at 10 µM; hits with a dose series show IC50 in µM. 290,000 compounds, 0.13% hits;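 active = spots per cell inhibited over 60%, with over 100 cells counted and total cytoplasm intensity under 500,000; inconclusive = wells with under 100 cells, flagged as likely toxic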;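 note: U2OS cells stably carrying GPR55 and arrestin-GFP stimulated by 5 µM LPI near EC80; imaged beta-arrestin-GFP aggregate spots per cell after agonist stimulation; plate controls were LPI-stimulated DMSO wells for no effect and DMSO wells without LPI for full effect; some results filed as inactive read as strong as hits; confirmed hits need IC50 under 10 µM and bright autofluorescent wells are also inconclusive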
Myeloid diff MLP – induction of myeloid progenitor differentiation, primary screen, cell-based, flow cytometry, MLPCN library; calls only at 10 µM; AID 624256, 2012; 360,000 compounds, 1% hits; ER-HoxA9 myeloid progenitors, lysozyme-GFP differentiation;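 active = normalized GFP-positive differentiation at or above the plate's own cutoff, the solvent-only control mean plus 3 SD; inconclusive = no clear call, values can overlap the other calls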;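 note: cells exposed to compound for four days before flow analysis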
T cell modulator vesicle-bound % – further read-out of T cell modulator, marked with its call; double positive events, %; measured here: CD8+ vesicle-bound cell fraction;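 binding gate set so that unloaded-vesicle control wells show 10% double positive cells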
NTR1 agonist cell count 20 µM – also measured in NTR1 agonist; calls as there; cell count; measured here: cell count, cytotoxicity flag
Myeloid diff MLP GFP+ MAC1+ % – recorded beside Myeloid diff MLP, whose call it bears; GFP+ MAC1+ double positive, %; measured here: differentiation confirmed by MAC1 staining
The depositor's hits bear a star; i = inactive; ? = inconclusive; . = no result given; + = active, no number; [ ] = remark or other dose. Cut-off read from the data, not from the text of the source, unless noted: active = inhibition above about 50%; inactive = the rest.

molecule,T cell modulator,T cell modulator vesicle-bound %,KOR beta-arrestin-1,GPR55 beta-arrestin,NTR1 agonist,NTR1 agonist cell count 20 µM,NOD1 NF-kB reporter,KOR beta-arrestin-2,NOD2 inhibition,GPR55 LPI antagonism,Myeloid diff MLP,Myeloid diff MLP GFP+ MAC1+ %
O=C(NCC1CCCO1)C1CCC(=O)N1CCc1ccccc1 (configuration not stated),i,10,-7.1%,0.6%,0.6,42,21%,-45%,4%,-14%,i,0.8
O=C(c1ccc(NC(=S)NCc2ccco2)cc1)N1CCOCC1,i,30,-10%,-0.1%,-1.4,49,-14%,-33%[20 µM],21%,4%,i,0.8
CC(c1ccccc1)C1NC(C(=O)O)CS1 (configuration not stated),i,48,5.2%,-0.2%,-1.1,33,2%,-42%,-10%,-16%,i,0.7
COc1cc2c(cc1OC)C(C)N(C(=O)Nc1cc(C)cc(C)c1)CC2 (configuration not stated),i,60,2.4%,-0.1%,-0.1,78,-12%,-70%,-26%,-11%,?,.
CC(=O)c1cccc(NC(=O)CCCNC(=O)c2ccc(Cl)cc2)c1,i,30,2.9%,-0.2%,-3.1,41,25%,-59%,-18%,7%,i,0.9
Cc1ncc(CN2CCN(CCc3ccccc3)C(CCO)C2)s1 (configuration not stated),i,59,-0.1%,0.2%,-0.6,61,-10%,2%[20 µM],3%,-1%,i,0.4
CCOC(=O)c1csc(-c2sccc2Br)n1,i,14,-1.9%,-0.4%,2.9,53,-3%,21%,-192%,13%,i,0.2
COc1ccc(-c2nnn(CC(=O)OC3CCCCC3)n2)cc1OC,i,11,0.7%,0.3%,8.5,90,-33%,-9%,-14%,1%,i,1.2
CCOC(=O)CSc1nnc(-c2ccccc2)c(-c2ccccc2)n1,i,21,-2.7%,0.5%,.,.,-6%,20%,6%,3%,i,0.8
Cc1nnc(NC(=O)c2oc3ccccc3c2C)s1,i,8,3.5%,-0.2%,0.8,66,-76%,13%,-36%,13%,i,0.0
O=C(Nc1nccs1)c1ccc(S(=O)(=O)c2ccccc2)cc1,i,34,1.5%,-0.1%,-0.6,52,-21%,18%,-18%,-10%,i,0.4
CC1(C)CC(=O)c2sc(NC(=O)CN3C(=O)CCC3=O)nc2C1,i,36,-4.3%,0.3%,0.7,70,-9%,-18%,16%,0%,i,0.6
Cn1ccnc1SCC(=O)Nc1cccc2ccccc12,i,54,3.1%,-0.1%,-2.3,74,-12%,-56%,15%,-3%,i,1.9
S=C(Nc1ccc(Br)cc1)NC1CCN(Cc2ccccc2)CC1,i,8,6.0%,0.0%,7.8,47,-12%,-6%,5%,11%,i,0.2
CCOC(=O)C(NC(C)=O)C(OC(C)=O)c1cccc([N+](=O)[O-])c1 (configuration not stated),i,25,2.4%,-0.1%,-0.4,101,23%,-10%,11%,14%,i,1.2
CS(=O)(=O)N(CC(=O)Nc1ccccc1-c1ccccc1)c1cccc(F)c1,i,14,.,-0.1%,1.0,41,-31%,-9%[20 µM],-10%,7%,i,0.6
NC(=O)COC(=O)/C=C/c1ccc2ccccc2n1,i,37,-0.5%,0.2%,5.6,23,-9%,12%,19%,7%,i,0.2
C=CCNC(=O)c1ccc(-c2nc(-c3ccc(Cl)cc3Cl)cs2)cc1,i,28,-1.4%,-0.3%,1.1,84,6%,-23%,-24%,3%,i,0.8
O=S(=O)(c1ccc(F)cc1)N1CCn2c(nc3ccccc32)C1,i,25,.,0.3%,3.2,46,-12%,.,6%,-3%,i,1.6
Cc1ccc(N2CC(C(=O)N/N=C/c3cccc([N+](=O)[O-])c3)CC2=O)cc1 (configuration not stated),i,35,-1.1%,0.4%,0.5,46,-22%,28%,-1%,6%,i,0.8
O=C(NC1CCOc2ccccc21)C1CCCC1 (configuration not stated),i,32,-5.3%,0.3%,0.2,58,-9%,-7%,-2%,1%,i,0.5
COc1cccc(/C=N/NC(=O)CC(C)O)c1OC/C=C/c1ccccc1 (configuration not stated),i,54,-3.7%,-0.1%,0.1,48,-8%,11%,24%,0%,i,1.2
O=C(CN(C(=O)CNC(=O)c1ccco1)c1cccc(F)c1)NC1CCCCC1,i,17,-1.7%,-0.1%,0.1,38,-19%,9%,14%,7%,i,0.4
O=C(Oc1ccc(Cl)cc1)N1CCCCC1,i,49,3.4%,-0.2%,-0.1,87,-37%,-27%,-39%,-3%,i,1.1
O=C(O)c1cc(NCc2c(F)cccc2Cl)ccc1N1CCOCC1,.,.,7.5%,0.0%,-0.3,73,-8%,-2%,-14%,-6%,i,0.9
O=c1c2ccccc2cnn1-c1ccc(Br)cc1,i,36,1.4%,-0.1%,-0.6,47,-90%,4%,-144%,15%,i,0.4
CC(C)Cc1nc2n[nH]c(N)c2c2c1COC(C)(C)C2,i,27,-2.5%,-0.1%,-2.3,56,3%,-8%,13%,-7%,i,1.4
C(=N\n1cnnc1)/c1ccc2c(c1)OCO2,i,20,-5.8%,0.2%,0.5,83,9%,26%,-2%,-5%,i,2.4
Cc1cccn2c(=O)c(/C=C(\C#N)S(=O)(=O)c3ccccc3)c(N3CCN(c4ccccc4)CC3)nc12,i,12,0.4%,-0.2%,3.6,71,-31%,-9%,13%,-5%,i,8.6
CCCC(=O)Nc1ccc(S(=O)(=O)N2CCOCC2)cc1,i,34,-2.9%,0.4%,-1.1,43,-13%,-10%,2%,7%,i,6.6

In the list so far, these contain a nitro group on carbon.
molecule,T cell modulator,T cell modulator vesicle-bound %,KOR beta-arrestin-1,GPR55 beta-arrestin,NTR1 agonist,NTR1 agonist cell count 20 µM,NOD1 NF-kB reporter,KOR beta-arrestin-2,NOD2 inhibition,GPR55 LPI antagonism,Myeloid diff MLP,Myeloid diff MLP GFP+ MAC1+ %
CCOC(=O)C(NC(C)=O)C(OC(C)=O)c1cccc([N+](=O)[O-])c1 (configuration not stated),i,25,2.4%,-0.1%,-0.4,101,23%,-10%,11%,14%,i,1.2
Cc1ccc(N2CC(C(=O)N/N=C/c3cccc([N+](=O)[O-])c3)CC2=O)cc1 (configuration not stated),i,35,-1.1%,0.4%,0.5,46,-22%,28%,-1%,6%,i,0.8

The listing continues.
molecule,T cell modulator,T cell modulator vesicle-bound %,KOR beta-arrestin-1,GPR55 beta-arrestin,NTR1 agonist,NTR1 agonist cell count 20 µM,NOD1 NF-kB reporter,KOR beta-arrestin-2,NOD2 inhibition,GPR55 LPI antagonism,Myeloid diff MLP,Myeloid diff MLP GFP+ MAC1+ %
CSc1ncc(CN2CCCC(C(=O)c3ccc(C(C)(C)C)cc3)C2)cn1 (configuration not stated),i,61,.,0.5%,0.9,62,-37%,-36%[20 µM],-24%,6%,i,0.6
Cc1ccccc1OCCOc1ccc([N+](=O)[O-])cc1/C=N/n1cnnc1,i,52,4.6%,0.0%,2.7,100,-20%,-47%,-10%,37%,?,.
O=[N+]([O-])c1nn(-c2ccc3c(c2)OCCO3)n(O)c1=NCc1ccc(F)cc1,i,12,3.4%,-0.1%,5.0,68,11%,-15%,-36%,0%,i,0.7
O=C1CC(c2cccc([N+](=O)[O-])c2)c2c(ccc3ccccc23)N1 (configuration not stated),i,28,-0.8%,-0.1%,3.7,45,.,-8%,-4%,11%,i,3.0
Cn1c(C(=O)OC(C(=O)NC2CCCCC2)c2cccnc2)cc2sccc21 (configuration not stated),i,42,1.2%,0.6%,0.8,67,-7%,-10%,6%,5%,i,0.8
O=C(CSc1nnc(-c2ccncc2)n1-c1ccc(Cl)cc1)Nc1ccc(C(=O)O)cc1,i,55,-4.3%,0.2%,-1.0,38,-24%,12%,11%,-6%,i,0.2
C=CCn1c(CSc2nc3ccccc3s2)nnc1SCC(=O)NCc1ccco1,i,62,-0.1%,-0.2%,-1.8,87,-13%,5%,3%,18%,i,1.2
O=S(=O)(Cc1ccccc1)N1CCN(Cc2ccc(F)cc2Cl)CC1,i,19,3.8%,0.2%,1.1,61,4%,-16%,-8%,3%,i,1.2
O=C(O)COc1ccccc1/C=C1\SC(=S)N(c2cccnc2)C1=O,i,14,1.8%,-0.2%,0.5,58,2%,-8%,4%,6%,.,.
O=C(/C=C/c1ccc(F)cc1)N1CC[C@@]2(O)CCCC[C@H]2C1,i,6,5.5%,0.0%,-0.2,42,6%,-24%,-19%,-8%,+,1.5*
Cn1c(C(=O)NN)cc2cc(Oc3ccccc3)ccc21,i,12,-6.5%,0.4%,1.8,61,-24%,25%,8%,14%,i,0.3
COC(=O)c1c(NC(NC(C)=O)C(Cl)(Cl)Cl)sc2c1CCCC2 (configuration not stated),i,23,-0.3%,-0.2%,17,67,-13%,32%,-1%,14%,i,0.3

Structural class, those above containing an aryl thioether with sulfur outside any ring
molecule,T cell modulator,T cell modulator vesicle-bound %,KOR beta-arrestin-1,GPR55 beta-arrestin,NTR1 agonist,NTR1 agonist cell count 20 µM,NOD1 NF-kB reporter,KOR beta-arrestin-2,NOD2 inhibition,GPR55 LPI antagonism,Myeloid diff MLP,Myeloid diff MLP GFP+ MAC1+ %
CCOC(=O)CSc1nnc(-c2ccccc2)c(-c2ccccc2)n1,i,21,-2.7%,0.5%,.,.,-6%,20%,6%,3%,i,0.8
Cn1ccnc1SCC(=O)Nc1cccc2ccccc12,i,54,3.1%,-0.1%,-2.3,74,-12%,-56%,15%,-3%,i,1.9
CSc1ncc(CN2CCCC(C(=O)c3ccc(C(C)(C)C)cc3)C2)cn1 (configuration not stated),i,61,.,0.5%,0.9,62,-37%,-36%[20 µM],-24%,6%,i,0.6
O=C(CSc1nnc(-c2ccncc2)n1-c1ccc(Cl)cc1)Nc1ccc(C(=O)O)cc1,i,55,-4.3%,0.2%,-1.0,38,-24%,12%,11%,-6%,i,0.2
C=CCn1c(CSc2nc3ccccc3s2)nnc1SCC(=O)NCc1ccco1,i,62,-0.1%,-0.2%,-1.8,87,-13%,5%,3%,18%,i,1.2

Some of the compounds tested (hit frequency here may not be typical).
